DUSP1 inh = inhibitors of human MKP-1 phosphatase; inhibition, %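 (compounds tested at a single concentration somewhere between 10 and 100 µM)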; hit rate 0.15% among 65,000; AID 374; P28562; recombinant MKP-1, OMFP hydrolysis fluorescence;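 active = inhibition above about 50%, limit read from the data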;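 note: 0% = DMSO max control wells and 100% = wells with enzyme stopped by NaOH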
C1s block = human complement C1s inhibition; P09871; purified C1s, fluorogenic AMC substrate, pooled mixtures; mean inhibition % of two 10-compound mixtures (hits give high values), % at 5 µM (by protocol); hit rate 0.16% among 62,000; AID 538;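 active = inhibition above 20% in each of the two 10-compound mixture wells holding the compound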;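 note: 0% = enzyme wells lacking compound mixture and 100% = no-enzyme blank wells; some compounds called inactive have numbers as strong as hits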
Target sequence (P09871 16-437 limits assumed): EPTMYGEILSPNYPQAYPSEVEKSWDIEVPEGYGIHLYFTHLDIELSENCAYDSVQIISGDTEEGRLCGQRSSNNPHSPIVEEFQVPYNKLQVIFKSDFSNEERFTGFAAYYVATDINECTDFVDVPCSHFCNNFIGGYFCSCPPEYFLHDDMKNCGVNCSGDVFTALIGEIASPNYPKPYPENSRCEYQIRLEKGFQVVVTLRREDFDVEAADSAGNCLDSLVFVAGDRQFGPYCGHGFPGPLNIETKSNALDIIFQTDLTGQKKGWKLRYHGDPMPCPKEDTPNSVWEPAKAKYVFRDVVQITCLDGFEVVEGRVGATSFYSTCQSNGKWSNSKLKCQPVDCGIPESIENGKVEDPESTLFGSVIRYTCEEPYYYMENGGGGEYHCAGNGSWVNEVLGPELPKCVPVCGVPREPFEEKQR
Target sequence (P09871 438-688 limits assumed): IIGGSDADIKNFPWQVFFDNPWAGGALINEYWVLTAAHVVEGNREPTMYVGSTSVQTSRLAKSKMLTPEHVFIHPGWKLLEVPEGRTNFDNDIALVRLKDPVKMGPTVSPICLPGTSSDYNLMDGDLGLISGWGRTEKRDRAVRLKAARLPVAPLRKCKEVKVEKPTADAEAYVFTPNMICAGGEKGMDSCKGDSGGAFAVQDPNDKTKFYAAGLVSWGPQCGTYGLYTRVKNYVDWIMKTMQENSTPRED
Cathepsin G inh = blocks human cathepsin G enzyme activity | purified enzyme, AMC-tetrapeptide fluorescence, pooled mixtures | AID 581 | inhibition, % at 5 µM (by protocol) | hit rate 0.2% among 62,000;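 active = inhibition above 20% in each of the two mixture wells holding the compound; inactive = inhibition of 20% or less in either well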;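 note: 0% = enzyme control without mixture and 100% = blank lacking enzyme; strong numbers were not always called active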
Target sequence (P08311 21-244 limits assumed): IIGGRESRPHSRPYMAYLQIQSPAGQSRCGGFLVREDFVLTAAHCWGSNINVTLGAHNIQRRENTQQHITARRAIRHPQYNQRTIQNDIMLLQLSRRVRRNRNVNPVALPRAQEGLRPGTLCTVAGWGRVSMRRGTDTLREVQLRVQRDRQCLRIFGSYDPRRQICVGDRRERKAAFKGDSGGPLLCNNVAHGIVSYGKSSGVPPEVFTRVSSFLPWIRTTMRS
FXIa mix inh = inhibitors of human coagulation factor XIa, pooled mixtures. P03951. purified FXIa, fluorogenic substrate. inhibition, % at 5 µM. hit rate 0.19% among 62,000;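 note: each value is inhibition by a whole ten-compound pool holding the compound; 0% = enzyme with no mixture and 100% = wells lacking enzyme; strong numbers were not always called active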
Cdc25B inh = inhibitors of human Cdc25B phosphatase | AID 368 | hit rate 0.1% among 65,000 | P30305 | recombinant Cdc25B, OMFP fluorescence Ex485/Em525 | inhibition, %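 (compounds tested at 10 µM final in the well)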; in the data active = inhibition above about 50%
Hsp90 inh = displaces geldanamycin probe from tumor Hsp90; P07900; NCI-N417 lysate Hsp90, Cy3B-geldanamycin FP displacement; inhibition, % at 30 µM; hit rate 0.35% among 64,000; AID 429;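 active = inhibition above 50%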;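 note: 0% = tracer plus lysate wells and 100% = tracer alone without lysate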
CatL inh = blocks human cathepsin L protease activity. hit rate 0.17% among 58,000. purified cathepsin L, fluorogenic substrate, fluorescence. inhibition, %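 (tested at 10 µM)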; in the data active = inhibition above about 45%;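 note: 0% = enzyme with no compound and 100% = no enzyme blank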
FXIIa inh mix = blocks human factor XIIa in pooled compound mixtures | AID 684 | inhibition, % at 5 µM | hit rate 0.2% among 62,000 | purified FXIIa, fluorogenic substrate | P00748;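 note: 0% = enzyme without compound and 100% = no enzyme blank; some results filed as inactive read as strong as hits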
HTR1A agonist = 5-HT1a (human) receptor agonism; CHO 5-HT1a Ga15 NFAT-bla reporter, FRET ratio; 0% basal, 100% maximal reference agonist; activation, % at 10 µM; hit rate 0.56% among 65,000; AID 567;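 active = activation above the screen-wide mean activation plus 3 SD, cut at about 19% in these data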;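 note: 0% = DMSO wells and 100% = 5-CT at EC100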
Numbers without * were called inactive; / = not tested or not shown; & = joins results of further samples. Cut-off read from the data, not from the text of the source, unless noted: active = inhibition above about 20% (passing the limit was not always enough); inactive = the rest.

no.	SMILES	DUSP1 inh	C1s block	Cathepsin G inh	FXIa mix inh	Cdc25B inh
1	CC(C)=C1C2C=CC1C(C(=O)Nc1cc(C)ccc1C)C2C(=O)O (configuration not stated)	16	-44	-7	6	-3
2	Cc1cc(C)cc(NC(=O)CSc2nnc(-c3ccccc3C)o2)c1	7	-73	-2	-13	-12
3	COC(=O)[C@H](CCSC)NC(=O)Nc1ccc(C)cc1C	-29	11	7	7	-1
4	Cc1ccc(NC(=O)CSc2nnc(-c3ccccc3Br)o2)cc1C	5	10	8	4	0
5	O=C(CSc1nnc(CNC(=O)c2cccs2)o1)NC1CCCC1	-11	-22	-1	7	-7
6	CCOC(=O)CCc1c(C)nc2ncnn2c1C	0	-120	-18	-44	-3
7	CCO/C(C)=N/n1c2nc3ccccc3nc2c2c(=O)n(CC(C)C)c(C)nc21	-8	/	/	/	0
8	CSC1=C(C#N)C(C)CC(=O)N1 (configuration not stated)	-12	-33	9	2	-18
9	CCC(C)Sc1nc2c(cnn2-c2ccc(C)cc2)c(=O)[nH]1 (configuration not stated)	7	-27	-6	2	-4
10	COc1cc(C2C(C(C)=O)=C(O)C(=O)N2c2ccc(Br)cn2)ccc1O (configuration not stated)	-10	/	/	/	-9
11	Cc1cc(N2CCCC2=O)cc(C)c1S(=O)(=O)NCCOc1ccccc1	2	-18	-3	7	-3
12	COc1ccc(NC(=O)c2cc(-c3ccc(OC)c(OC)c3)on2)cc1OC	4	-35	-1	4	1

no.	Hsp90 inh	CatL inh	FXIIa inh mix	HTR1A agonist
1	/	5	1	0.0
2	-2	-6	6	1.1
3	0	5	0	-1.6
4	-7	-3	1	-2.5
5	-5	2	5	-1.2
6	0	5	5	0.3
7	-3	/	/	2.4
8	-7	17	-4	-1.5
9	-2	/	1	-1.4
10	2	-9	/	-0.6
11	-1	10	1	-0.1
12	2	-3	5	-2.3

Carrying on.
no.	SMILES	DUSP1 inh	C1s block	Cathepsin G inh	FXIa mix inh	Cdc25B inh
13	CCSc1nnc(NC(=O)CCn2c(=O)oc3ccccc32)s1	-8	12	9	5	2
14	Cc1ccc(N(CN2CCCC2=O)C(=O)c2ccc(C)c(C)c2)cc1	-1	3	-1	5	3
15	O=C(CSc1nnc(-c2ccco2)n1Cc1ccco1)NCc1cccs1	8	4	1	4	-5
16	CCOC(=O)CSC1=C(C#N)C(c2ccccc2Cl)C(C(=O)OC)C(=O)N1 (configuration not stated)	0	5	1	9	5
17	C=C1c2ccc(C)cc2NC(=O)N1c1ccccc1	-2	-26	26	-4	3
18	COC(=O)c1ccc(NC(=O)c2ccco2)cc1	-6	-48	2	-6	-5
19	Cc1ccc(/C=N/c2sc3c(c2C#N)CCC3)s1	2	11	6	9	-16
20	Nc1nonc1-c1noc(N2CCOCC2)n1	-13	/	/	/	6
21	Cc1ccc(S(=O)(=O)Nc2ccc3nc(N)sc3c2)cc1	7	4	3	-5	-8
22	CCN(CC)CCCN1C(=O)C(=O)/C(=C(/O)c2ccc3c(c2)OCO3)C1c1ccccn1 (configuration not stated)	-4	3	4	1	-8
23	O=C(Nc1ccc(C(=O)N2CCOCC2)cc1)Nc1cccc(Cl)c1	21	/	/	/	7
24	CCCCOC(=O)Nc1cc(OC)c(Cl)cc1OC	2	-23	3	4	-12

no.	Hsp90 inh	CatL inh	FXIIa inh mix	HTR1A agonist
13	1	13	-3	-2.2
14	-1	6	6	-1.4
15	-3	-3	2	-0.1
16	-4	4	-2	2.8
17	/	6	5	-2.2
18	-1	8	1	-3.2
19	/	105*	0	-3.0
20	-1	16	/	-1.4
21	/	4	10	-0.9
22	-8	-2	5	-0.5
23	-4	/	/	0.1
24	2	/	15	-2.5

(continued)
no.	SMILES	DUSP1 inh	C1s block	Cathepsin G inh	FXIa mix inh	Cdc25B inh
25	O=C(Cn1nc(-c2ccccc2F)ccc1=O)NCc1ccc2c(c1)OCO2	3	17	15	13	19
26	COc1ccc(CNC(=O)c2ccc3c(c2)N(C)C(=O)CS3=O)cc1 (configuration not stated)	7	3	-1	0	4
27	O=C(CC(=O)NCc1cccnc1)NCc1cccnc1	15	-1	-2	2	-1
28	CC(C)C[C@H](NC(=O)OC(C)(C)C)C(=O)N1CCC(C(=O)N[C@@H](Cc2ccccc2)C(=O)O)CC1	18	-4	10	-4	-2
29	COc1cc(Br)cc(/C=N/c2ncn[nH]2)c1O	-2	14	10	9	-1
30	Nc1nc2n(c1C(=O)c1ccccc1)CCC2	15	13	11	8	-4
31	Cc1cnc(C(=O)N2CCN(S(=O)(=O)c3ccc4ccccc4c3)CC2)cn1	15	7	3	6	-2
32	O=C1CN(C(=O)COC(=O)COc2ccc3c(c2)CCC3)c2ccccc2N1	13	15	9	1	-1
33	COc1ccccc1NC1=NCC(=O)N1Cc1ccccc1	7	-18	-2	6	-5
34	Cc1cc(NC(=O)c2cc3ncc(Br)cn3n2)no1	8	1	-9	9	-4
35	COc1ccc(-c2cc(C(F)(F)F)n3ncc(C(=O)NCC4CCCO4)c3n2)cc1 (configuration not stated)	-23	-4	14	3	-4
36	CCCC(c1nnnn1Cc1cccs1)N1CCN(c2ccc(OC)cc2)CC1 (configuration not stated)	-9	-28	4	-6	-23

no.	Hsp90 inh	CatL inh	FXIIa inh mix	HTR1A agonist
25	-5	-7	3	-3.0
26	2	/	-16	-2.3
27	8	12	2	-1.9
28	/	/	1	-0.5
29	5	-4	9	-3.3
30	1	-6	-5	-2.9
31	-1	/	5	-0.5
32	-3	2	11	-0.4
33	/	/	11	-0.4
34	-9	2	-15	-0.2
35	1	0	3	-1.4
36	0	11	6	-2.9

Remaining list, next part
no.	SMILES	DUSP1 inh	C1s block	Cathepsin G inh	FXIa mix inh	Cdc25B inh
37	COc1cc2cc(CN(Cc3nnnn3Cc3ccccc3)CC3CCCO3)c(=O)[nH]c2cc1OC (configuration not stated)	30	13	15	3	-1
38	CC1CN(Cc2nc3c(c(=O)[nH]c(=O)n3C)n2CC(N)=O)CC(C)O1 (configuration not stated)	-5	-48	-4	1	0
39	Cc1nn(-c2ccccc2)c(Cl)c1C(=O)N1CCN(c2ncnc3c2cnn3-c2ccccc2)CC1	25	2	11	0	-10
40	Cc1c(NC(=O)c2ccccc2F)c(=O)n(-c2ccccc2)n1C	26	6	0	7	-3
41	C1=C(CCNC2=NCCCCC2)CCCC1	6	5	1	13	-8
42	CCN(CC)C(=O)c1cn(C)c2ccc(S(=O)(=O)N(CC)CC)cc2c1=O	6	24	21	16	-8
43	O=S(=O)(c1ccc(S(=O)(=O)N2CCCC3(CCCCC3)C2)cc1)N1CCCCC1	10	-61	4	-8	6
44	O=C(Cn1nc(Cl)nc1Cl)c1cc2ccccc2oc1=O	1	-5	-3	3	3
45	O=C(c1cnn2cccnc12)N1CCN(c2ccccc2)CC1	23	-3	1	-1	4
46	COc1ccc(Cc2nnc(SCC(=O)N3CCN(c4ccccc4)CC3)o2)cc1	2	3	10	0	0
47	CC1(C)Cc2c(C#N)c(OCC(=O)c3ccc(Cl)cc3)nc(-c3ccoc3)c2CO1	-9	/	/	/	9
48	Cc1ccc(-n2c(=O)cc(N3CC(C)CC(C)C3)[nH]c2=O)cc1 (configuration not stated)	3	-28	-1	-10	-3

no.	Hsp90 inh	CatL inh	FXIIa inh mix	HTR1A agonist
37	-4	-17	-3	2.4
38	-2	21	-1	-3.7
39	-1	/	7	-0.4
40	-1	-3	12	-2.0
41	-2	-6	-2	-2.0
42	-3	8	4	0.3
43	0	/	8	-1.8
44	-5	3	-3	-0.9
45	0	8	1	0.4
46	0	21	-2	-1.7
47	-4	7	/	0.8
48	0	-5	8	0.7

New compounds follow
no.	SMILES	DUSP1 inh	C1s block	Cathepsin G inh	FXIa mix inh	Cdc25B inh
49	COCCn1c(SCc2nc3ccccc3s2)nc2ccccc21	16	-6	-1	10	4
50	CCO/C([O-])=N/c1c[n+](N2CCOCC2)no1	-14	-8	-15	1	-23
51	O=C(NC1CCCC1)C(c1ccco1)N(Cc1ccccc1)C(=O)c1csnn1 (configuration not stated)	4	20	8	7	-7
52	Oc1ccc(CN2CCCc3ccccc32)c2cccnc12	6	-19	0	2	7
53	CS(=O)(=O)N1CCCC(C(=O)NCCCN2CCC(Cc3ccccc3)CC2)C1 (configuration not stated)	1	-11	1	1	-19
54	CCOc1ccc(Nc2c3c(nc4ncnn24)CC(C)CC3)cc1 (configuration not stated)	5	/	/	/	-4
55	CC(C)Sc1nc(NCc2ccco2)c2c3c(sc2n1)COC(C)(C)C3	15	-5	-5	3	1
56	COc1cccc(CNc2ccc(Br)cn2)c1O	-21	/	/	/	-25
57	O=C(CSc1nc2ccccc2s1)N1CCOCC1	2	-3	-2	-1	-11
58	CCOc1ccc(-n2c(C)nc3c(cnn3-c3ccc(Cl)cc3)c2=O)cc1	-1	0	1	5	7
59	COCCNC(=O)c1c[nH]c2ccc(S(=O)(=O)N3CCC4(CC3)OCCO4)cc2c1=O	30	4	10	2	-3
60	CCOC(=O)c1nc(N)c(=O)n(-c2ccccc2)n1	19	12	9	5	1

no.	Hsp90 inh	CatL inh	FXIIa inh mix	HTR1A agonist
49	-4	1	0	-2.0
50	3&2	18	3	-0.8
51	0	2	4	-2.0
52	2	16	-29	-0.5
53	-2	1	1	-2.6
54	-1	/	/	-1.6
55	/	-12	6	-0.5
56	2	3	/	0.6
57	0	-7	5	-3.7
58	1	-1	-4	-0.7
59	-1	0	8	-2.1
60	-3	9	-11	-1.2

Full records, looked up by structure. Values in the order: DUSP1 inh, C1s block, Cathepsin G inh, FXIa mix inh, Cdc25B inh, Hsp90 inh, CatL inh, FXIIa inh mix, HTR1A agonist
CS(=O)(=O)N1CCCC(C(=O)NCCCN2CCC(Cc3ccccc3)CC2)C1 (configuration not stated) in the list: 1, -11, 1, 1, -19, -2, 1, 1, -2.6
CC(C)Sc1nc(NCc2ccco2)c2c3c(sc2n1)COC(C)(C)C3 in the list: 15, -5, -5, 3, 1, /, -12, 6, -0.5
CCOc1ccc(Nc2c3c(nc4ncnn24)CC(C)CC3)cc1 (configuration not stated) in the list: 5, /, /, /, -4, -1, /, /, -1.6
CCO/C([O-])=N/c1c[n+](N2CCOCC2)no1 in the list: -14, -8, -15, 1, -23, 3&2, 18, 3, -0.8
O=C(NC1CCCC1)C(c1ccco1)N(Cc1ccccc1)C(=O)c1csnn1 (configuration not stated) in the list: 4, 20, 8, 7, -7, 0, 2, 4, -2.0

Filtered by structure: the compounds so far with a COOH group.
no.	SMILES	DUSP1 inh	C1s block	Cathepsin G inh	FXIa mix inh	Cdc25B inh
1	CC(C)=C1C2C=CC1C(C(=O)Nc1cc(C)ccc1C)C2C(=O)O (configuration not stated)	16	-44	-7	6	-3
28	CC(C)C[C@H](NC(=O)OC(C)(C)C)C(=O)N1CCC(C(=O)N[C@@H](Cc2ccccc2)C(=O)O)CC1	18	-4	10	-4	-2

no.	Hsp90 inh	CatL inh	FXIIa inh mix	HTR1A agonist
1	/	5	1	0.0
28	/	/	1	-0.5

(more compounds)
no.	SMILES	DUSP1 inh	C1s block	Cathepsin G inh	FXIa mix inh	Cdc25B inh
61	CC1Cc2nc(SCC(=O)NCc3ccco3)n(Cc3ccccc3)c(=O)c2S1 (configuration not stated)	3	12	4	8	-7
62	O=C(CN1CCOCC1)OCCCC1CCCCC1	6	-6	18	3	4
63	CCOC(=O)C1C(c2ccc3c(c2)OCO3)NC(=O)NC1(O)C(F)(F)F (configuration not stated)	-6	-97	-13	-15	-12
64	Cn1c(SCC(=O)Nc2nccs2)nnc1-c1ccncc1	20	3	1	11	3
65	CCOC(=O)c1c(C)n(C)c2ccc(OC)c(NC(=O)CN3CCCCC3)c12	17	/	/	/	24

no.	Hsp90 inh	CatL inh	FXIIa inh mix	HTR1A agonist
61	0	7	9	-2.2
62	2	-6	-16	-2.5
63	1	/	6	2.0
64	-3	6	3	0.9
65	-4	7	/	0.0

Source: PubChem (several laboratories)
